# Compound activity as filed in PubChem.
# KLK5 inh – inhibitors of human kallikrein 5 | Q9Y337 | recombinant hK5, fluorogenic AMC substrate cleavage | inhibition, % at 5 µM | actives 0.59% (n = 210,000) | AID 873;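 active means inhibition of 40% or more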;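 further: 0% = enzyme controls without compound and 100% = no-enzyme blanks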
# EBV gp42 block – blocks Epstein-Barr virus glycoprotein 42 binding. Fluorescence polarization binding assay, mP read-out. inhibition, % (tested at 21.74 µM). actives 0.42% (n = 220,000). AID 1085; in the data active means inhibition above about 50%
# Furin inhibitor – human furin inhibition; inhibition, % at 30 µM; actives 0.061% (n = 220,000); AID 463115; purified furin, fluorogenic substrate cleavage; in the data active means inhibition above about 25%; further: inactives centre near -15
# Cl transport mod – KCC2 (human) Cl- transport modulation | Q9H2X9 | KCC2 cells, thallium flux FluoZin-2 fluorescence | B-score of Tl+ flux slope (higher = more flux/activation; lower = inhibition) at 10 µM | actives 2.2% (n = 190,000) | AID 1456;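 active means thallium flux slope and its plate-corrected score both differing from the plate sample mean at a set confidence after two filtering rounds, in either direction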;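 further: slope of fluorescence scaled to starting intensity during 10 to 20 s after thallium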
# 14-3-3 Bad inh – disrupts binding of bovine 14-3-3 zeta to phospho-Bad peptide; P63103; TR-FRET 14-3-3zeta/Dy647-pBad peptide displacement, 1 h; inhibition, % at 21.7 µM; actives 0.71% (n = 220,000); AID 781;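 active means inhibition above about 70%, limit read from the data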;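 further: 0% = full 14-3-3 plus peptide FRET controls and 100% = background without 14-3-3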
# Target sequence (P63103 whole entry, looked up): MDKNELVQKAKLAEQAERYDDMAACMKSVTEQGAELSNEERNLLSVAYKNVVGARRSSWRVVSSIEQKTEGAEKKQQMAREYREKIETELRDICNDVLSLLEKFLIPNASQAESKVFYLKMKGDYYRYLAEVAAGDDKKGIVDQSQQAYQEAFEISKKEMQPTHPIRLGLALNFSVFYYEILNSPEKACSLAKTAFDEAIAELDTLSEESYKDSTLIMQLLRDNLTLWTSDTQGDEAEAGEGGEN
# NCF1 inh – inhibitors of human p47phox binding; P14598; p47phox/p22phox peptide binding, fluorescence polarization, 2 h; inhibition, % at 24.7 µM; actives 0.53% (n = 220,000); AID 1274;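 further: 0% = p47phox with labelled peptide and 100% = labelled peptide alone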
# Target sequence (P14598 whole entry, looked up): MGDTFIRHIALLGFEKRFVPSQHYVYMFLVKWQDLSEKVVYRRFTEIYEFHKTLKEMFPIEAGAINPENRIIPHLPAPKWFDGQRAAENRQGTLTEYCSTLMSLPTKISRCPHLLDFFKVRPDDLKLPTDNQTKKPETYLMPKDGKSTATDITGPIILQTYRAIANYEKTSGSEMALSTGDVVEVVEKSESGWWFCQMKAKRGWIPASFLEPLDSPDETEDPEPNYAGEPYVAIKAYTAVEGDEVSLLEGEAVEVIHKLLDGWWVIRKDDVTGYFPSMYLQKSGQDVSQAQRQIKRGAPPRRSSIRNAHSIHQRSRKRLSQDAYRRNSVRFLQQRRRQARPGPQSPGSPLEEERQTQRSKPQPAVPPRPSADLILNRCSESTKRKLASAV
# thrombin 1536 – inhibitors of human thrombin; P00734; alpha-thrombin, Boc-VPR-AMC fluorogenic substrate cleavage; inhibition, % at 5 µM; actives 0.26% (n = 220,000); AID 1046;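 active means inhibition at or above 40%; inactive means inhibition below 40%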;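 further: 0% = enzyme with no compound and 100% = wells without enzyme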
#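 System – human alpha-thrombin · Medium – pH 7.5 Tris (50 mM) with NaCl 150 mM, Tween 20 0.05% · Compound – single-point dosing at 5 µM, 0.2% DMSO · Incubation – enzyme reaction carried out at room temperature · Technique – fluorescence of released AMC, ex 355 nm, em 460 nm · Read-out basis – % inhibition of thrombin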
# eIF4E 4G PPI – inhibitors of eIF4E and eIF4G interaction in translation initiation; P63073+Q04637; TR-FRET eIF4E-eIF4GI(517-606) binding, 2 h; inhibition, % at 21.7 µM; actives 0.37% (n = 220,000); AID 782;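 further: 0% = full FRET control wells and 100% = background wells lacking eIF4GI fragment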
# Rad51 HR inh – blocks human Rad51 in homologous recombination | actives 0.085% (n = 200,000) | Q06609 | hRad51 DNA strand exchange, fluorescence dequenching | inhibition, % at 10 µM | AID 1385;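 active means inhibition above 40% at the single screening dose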;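 further: 0% = DMSO control wells and 100% = blanks with heterologous ssDNA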
#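 Test system – preformed human Rad51 ssDNA filaments · Reagent – Donor/quencher-labelled 47-bp dsDNA substrate · Incubation – 37 °C 15-min filament assembly, 30-min compound preincubation, 15-min exchange · Signal – FRET fluorescence dequenching, excitation 485 nm, emission 520 nm · Read-out – percent inhibition from fluorescence, normalised to plate control and blank means · Benchmarks – plate control and blank wells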
# * marks the source's active call; other numbers are inactive results; nt = not tested or not shown; [ ] = dose if it differs, or a comment.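 How the source made its calls, unless noted: active means inhibition above about 30% (limit read from the data); inactive means the rest.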
no.	molecule	KLK5 inh	EBV gp42 block	Furin inhibitor	Cl transport mod	14-3-3 Bad inh	NCF1 inh	thrombin 1536	eIF4E 4G PPI	Rad51 HR inh
1	CCCN1CCN(C(=O)C2CCN(S(=O)(=O)c3ccc4c(c3)oc(=O)n4C)CC2)CC1	33.5	-10.1	-12.9	1.36	0.2	-5.6	14.4	2.8[fluorescence artefact?]	-3.5
2	Cc1cc(NC(=O)CSc2nc3ccccc3[nH]2)n(-c2ccccc2)n1	-11.4	-16.4	-23.4	-1.12	3.0	-0.1	-7.4	1.4	15.1
3	CC(=O)NCCc1nc2ccccc2n1Cc1ccc(Cl)cc1	-2.5	-3.6	-17.0	-0.752	-10.7	-6.8	-0.5	0.8	4.9
4	O=C(Nc1ccccc1)C1CC(=O)n2c(nc3ccccc32)N1 (stereo unspecified)	4.2	12.2	-28.2	0.778	0.0	4.4	4.1	-19.4	1.6
5	Cc1ccc(CNC(=O)/C(C#N)=C/c2ccc(C)s2)cc1	4.4	-6.2	9.1[20 µM]	0.0399	-1.4[fluorescence artefact?]	-10.6	1.5	-4.1	-4.7
6	CCc1ccccc1NC(=O)NC1CC2CCC(C1)N2Cc1cccs1 (stereo unspecified)	-6.8	-23.2	-29.9[20 µM]	0.329	-8.4	-14.7	1.4	-2.8	4.3
7	CCOc1ccccc1NC(=S)Nc1ccc(S(N)(=O)=O)cc1	nt	-0.5	-21.7	1.41	-7.6	-4.7	-4.3	-1.4	nt
8	COCCn1c(-c2ccc(OC)cc2)cnc1N	-0.7	-2.2	-12.0	0.043	-6.6	-10.9	28.6	-0.3	2.2
9	N#C/C(=C\c1ccc(-c2cccc([N+](=O)[O-])c2)o1)C(=O)N1CCOCC1	3.8	-9.0	-17.4	-0.0182	5.5	-2.3	6.8	-0.2	-1.8
10	N#Cc1c(N)nc2c(c1-c1ccncc1)CCCC2	-8.0	-5.8	-4.9	nt	nt	9.0	-2.4	nt	-0.6
11	CC1(C)C(O)=C(c2nc3ccccc3[nH]2)C(=N)N1c1ccccc1	-182.3	10.9	-16.1[20 µM]	0.353	-8.5	3.0	-6.1	-1.3	-3.7
12	COc1c(Cl)cc(-c2noc(C)c2C(=O)NC(C)C)cc1Cl	-4.6	-8.6	-1.1	-0.841	0.2	-4.4	-0.3	41.8*	-3.2

# An excerpt from above in order of SMILES length, rising.
no.	molecule	KLK5 inh	EBV gp42 block	Furin inhibitor	Cl transport mod	14-3-3 Bad inh	NCF1 inh	thrombin 1536	eIF4E 4G PPI	Rad51 HR inh
8	COCCn1c(-c2ccc(OC)cc2)cnc1N	-0.7	-2.2	-12.0	0.043	-6.6	-10.9	28.6	-0.3	2.2
4	O=C(Nc1ccccc1)C1CC(=O)n2c(nc3ccccc32)N1 (stereo unspecified)	4.2	12.2	-28.2	0.778	0.0	4.4	4.1	-19.4	1.6
12	COc1c(Cl)cc(-c2noc(C)c2C(=O)NC(C)C)cc1Cl	-4.6	-8.6	-1.1	-0.841	0.2	-4.4	-0.3	41.8*	-3.2
11	CC1(C)C(O)=C(c2nc3ccccc3[nH]2)C(=N)N1c1ccccc1	-182.3	10.9	-16.1[20 µM]	0.353	-8.5	3.0	-6.1	-1.3	-3.7

# 3 entries from above, with values under each structure:
# The line under a structure holds: KLK5 inh	EBV gp42 block	Furin inhibitor	Cl transport mod	14-3-3 Bad inh	NCF1 inh	thrombin 1536	eIF4E 4G PPI	Rad51 HR inh
8. COCCn1c(-c2ccc(OC)cc2)cnc1N
→ -0.7	-2.2	-12.0	0.043	-6.6	-10.9	28.6	-0.3	2.2
9. N#C/C(=C\c1ccc(-c2cccc([N+](=O)[O-])c2)o1)C(=O)N1CCOCC1
→ 3.8	-9.0	-17.4	-0.0182	5.5	-2.3	6.8	-0.2	-1.8
10. N#Cc1c(N)nc2c(c1-c1ccncc1)CCCC2
→ -8.0	-5.8	-4.9	nt	nt	9.0	-2.4	nt	-0.6

# The list goes on.
no.	molecule	KLK5 inh	EBV gp42 block	Furin inhibitor	Cl transport mod	14-3-3 Bad inh	NCF1 inh	thrombin 1536	eIF4E 4G PPI	Rad51 HR inh
13	CN(C)S(=O)(=O)c1ccc(NC(=O)c2cc3ccccc3o2)cc1	-9.8	-11.9	-28.3	-0.0357	6.0[fluorescence artefact?]	-6.7	-4.4	-3.5[fluorescence artefact?]	2.3
14	CCOC(=O)CC1C(=O)NCCN1C(=O)Nc1ccccc1 (stereo unspecified)	-9.7	-4.1	-16.0[20 µM]	nt	-0.9[fluorescence artefact?]	2.5	-0.5	-18.8[fluorescence artefact?]	8.3
15	COc1ccc(CN2CCN(C(C)C)C(CCO)C2)cc1Cn1cncn1 (stereo unspecified)	3.3	-10.0	-29.5	nt	-13.4	-0.2	2.5	0.1	nt
16	O=C1CCC2=C(CCCC2=O)N1	-6.3	-9.0	-25.6	-0.215	-2.0	5.6	-6.0	-2.4	1.9
17	COc1ccc(N(CC(=O)Nc2cccc(N(C)S(C)(=O)=O)c2)S(=O)(=O)c2ccc(C)cc2)cc1	nt	-5.4	-14.4	-1.42	-8.4	-3.2	-4.4	3.1	-11.2
18	CCCCNC(=S)NCCN1CCCCC1	-13.5	-1.9	-13.9[20 µM]	-0.0254	65.9[fluorescence artefact?]	6.1	1.7	-5.4	-6.2
19	Oc1c(Br)cc(C=Nc2ccc3nc(-c4ccccc4)[nH]c3c2)c(O)c1Br	nt	-23.8	-9.5	-3.48*	1.6	-26.0	2.8	9.9	nt
20	OC(CNCc1ccc(-c2ccccc2)cc1)c1ccccc1 (stereo unspecified)	-1.6	-1.2	-22.6	0.0714	-13.3	-11.2	-2.3	-0.3	3.6
21	COc1ccc(C(=O)c2c(C)c3cc(C)ccc3n2CC(O)CN2CCOCC2)cc1 (stereo unspecified)	-11.2	-5.9	3.9	1.61	-2.9	2.0	-5.9	14.4	-19.2
22	C[n+]1cnn2c1SCC1(COC1)C2	16.8	-82.9	-13.9	1.28	17.0[fluorescence artefact?]	-4.2	0.1	-15.6[fluorescence artefact?]	-4.8
23	CC(C)(C)c1ccc(-n2nc(C(N)=O)c(O)cc2=O)cc1	-12.1	7.5	-7.7	-0.103	-0.2	-0.3	-4.4	-1.3	-3.4
24	Cc1c(C(=O)N(Cc2ccccc2)Cc2cccs2)cnn1-c1ccc(Cl)cc1	43.8*	3.2	4.1	-0.459	-10.0	-6.5	9.0	3.4	5.6
25	O=C1CN(C(=O)CN2CCCC2)C(c2ccccc2)c2cc(Br)ccc2N1 (stereo unspecified)	-8.2	-19.2	-23.7[20 µM]	1.72	-13.4[fluorescence artefact?]	-8.3	-4.1	-13.1[fluorescence artefact?]	-3.0
26	Cc1csc(C(C)N(C)C(=O)CCc2nnc(CCc3ccccc3)o2)n1 (stereo unspecified)	5.8	-14.3	-30.8	-2.53	-7.4	-8.0	-6.4	-0.2	-4.2
27	Cc1ccc(N(Cc2cc3ccc(C)cc3[nH]c2=O)C(=O)c2ccco2)cc1	0.6	-21.7	-30.3	0.566	6.0	-31.6	-2.9	-8.4	-5.0
28	O=C(c1cccs1)N1CCCC(c2nc3c(nnn3Cc3ccccc3)c(=O)[nH]2)C1 (stereo unspecified)	-1.9	-3.0	-17.4	-2.36	-7.1	-8.1	-4.1	-6.3	4.5

# The order is random. About 4.7% of those tested had a hit in this group.
